SSB-PriA inh = blocks PriA binding to SSB C-terminal tail; AlphaScreen SSBct-PriA binding, biotinylated peptide; inhibition, % at 33 µM; 430,000 compounds, 0.6% hits; AID 1272365; in the data active = inhibition mostly above about 37%, no sharp cut-off; inactive = mostly below about 20%;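 note: plate controls were negative control peptide for no effect and reference peptide for full effect; strong numbers were not always called active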
An asterisk follows results filed as active; & = joins results of further samples. An excerpt; rates above refer to the full screens.

SMILES	SSB-PriA inh
CS(=O)(=O)C1CCN(S(=O)(=O)c2cccnc2)C1 (stereo not drawn)	-18.0
O=C(/C=C/c1cccs1)N(Cc1cccnc1)c1nc2cc3c(cc2s1)OCCO3	2.0
C=CCN1C(=O)/C(=C/c2ccc(OC)c(OC)c2)SC1=Nc1ccc(C(=O)O)cc1	-12.0
COc1cn(CC(=O)NC(C)C)c(CN2CCN(C(C)=O)CC2)cc1=O	-4.0
Cc1cc(N2CCCC2)nc(N2CCN(S(=O)(=O)c3ccccc3Cl)CC2)n1	-11.0
O=C(COc1ccccc1F)Nc1ccc2c(c1)CN(S(=O)(=O)c1ccccc1)CC2	-8.0
COC(C)(CNC(=O)CSCc1ccccc1)c1cccc(Cl)c1 (stereo not drawn)	4.0
O=C(NCc1ccsc1)c1ccccc1SC(F)F	-1.0
CCC12CN3CCN(CC(C3)C1=NNC(N)=O)C2	3.7
COc1ccc(C)c2sc(N(CCN(C)C)C(=O)CSc3ccccc3)nc12	22.0
COc1ccc(OC)c(C2CC(=NO)C(C)C(c3cc(OC)ccc3OC)N2)c1 (stereo not drawn)	-20.7
CC(=NNC(=S)NCc1ccccc1)c1ccc2c(c1)OCCO2	9.8
Cc1ccc(C)c2sc(N(CCCN3CCOCC3)C(=O)c3ccc(C#N)cc3)nc12	21.0
CCOc1ccc(NC=CC(=O)c2ccc3ccccc3c2)c([N+](=O)[O-])c1	-0.9
Cc1ccc(NC(=O)C(=O)NCC2CCN(C3CCCC3)CC2)cc1C	-19.0
COc1ccc(-n2nnc(C(=O)OCc3cccc(Cl)c3)c2C)cc1Cl	-34.0
Cc1ccc2nc(-c3ccccc3NC(=O)CCC(=O)O)[nH]c2c1	2.0
O=C(NN=C/C=C/c1ccco1)c1ccccc1Cl	-11.2
Cc1cc(NC(=O)CN2C(=O)c3ccccc3C2=O)n(-c2nc3ccccc3s2)n1	-13.0
Cn1c(=O)c2cc(C(=O)Nc3cccc(S(N)(=O)=O)c3)sc2n(C)c1=O	-11.0

Molecules shown so far with fluorine (two):
SMILES	SSB-PriA inh
O=C(COc1ccccc1F)Nc1ccc2c(c1)CN(S(=O)(=O)c1ccccc1)CC2	-8.0
O=C(NCc1ccsc1)c1ccccc1SC(F)F	-1.0

(cont.)
SMILES	SSB-PriA inh
O=C(NCCOc1ccc2nnc(-c3ccccc3)n2n1)Nc1cccc(C(F)(F)F)c1	15.0
O=C(CCS(=O)(=O)c1ccc(F)cc1)Nc1nnc(Cc2cccs2)o1	-10.0
CCOc1ccc(C(=O)Nc2sc3c(c2C(=O)NCc2cccnc2)CCCC3)cc1	-15.0
O=C1Oc2ccccc2C(=O)/C1=C/N1CCCCC1	-26.0
O=C(Cc1cccc2ccccc12)N(Cc1cccnc1)c1nc2ccc(Br)cc2s1	5.0
Cc1nonc1C(=O)NN=Cc1ccc(O)cc1	20.6
O=C(NCc1cncc(-c2ccsc2)c1)NC1CCCCC1	-6.0
COc1ccc(-c2nc(CCNC(=O)c3ncc(-c4ccc(F)cc4)o3)cs2)cc1	-9.0
N#Cc1ccccc1NC(=O)CCN1C(=O)c2ccccc2C1=O	-20.0&-6.0
Cc1c(Cl)cccc1S(=O)(=O)NCCn1nc(C(F)(F)F)cc1C1CC1	-22.0
CC(C)C(=O)Nc1ccc(SCC(=O)Nc2ccc(C(F)(F)F)cc2)nn1	10.0
COc1ccc(Cn2cnc3c4ccccc4n(CC(=O)Nc4cc(OC)cc(OC)c4)c3c2=O)cc1	-8.0
CN=C1SC(CC(=O)Nc2c(C)cccc2C)C(=O)N1N=Cc1cccs1 (stereo not drawn)	-6.5
O=C(c1ccccc1C(F)(F)F)N1CCC(c2nnc(C3CC3)s2)CC1	2.0
Cc1cccc(-n2c(O)c(C=NNC(=O)c3ccncc3)c(=O)[nH]c2=O)c1	9.5
O=C(C1CC1)N1CCc2ccc(NS(=O)(=O)c3cc(Cl)ccc3Cl)cc21	0.0
CN(C)CC#CCNC(=O)c1ccc2[nH]ccc2c1	-3.0
COc1ccc(C(O)=C2C(=O)C(=O)N(c3ccccn3)C2c2ccc(F)cc2)cc1 (stereo not drawn)	-8.8
Cc1nc2c(C)cccc2cc1C(=O)NN=Cc1ccc(N(C)C)cc1	9.3
COc1ccccc1C(=O)Nc1cc(C)nn1-c1nc2ccc(F)cc2s1	-7.0
Cc1ccc(N2C[C@@H](C(=O)N3CCN(c4ccc(-n5cncn5)nn4)CC3)CC2=O)cc1C	-20.0
Cc1cn2nc(C(=O)N[C@H]3CCCc4ccccc43)cc2c(=O)[nH]1	-15.0
O=C(O)c1ccc(CSc2ncnc3nc[nH]c23)cc1	4.0
O=C(NCCn1ncc2c(N3CCN(c4ccccc4)CC3)ncnc21)c1cc2ccccc2o1	-18.0
CN(C)C(=O)N1CCN(c2ccc(-c3noc(C(F)(F)F)n3)cn2)CC1	-13.0
COc1nn(C)cc1C(=O)N1CCC[C@H](Oc2nccnc2N(C)C)C1	-9.0
Cc1cc(C)n(-c2nc(CCNC(=O)C3c4ccccc4Oc4ccccc43)cs2)n1	-13.0
O=C(NCc1ccccc1)N1CCN(c2cc(C3CC3)ncn2)CC1	-5.0
COc1ccc(SCC(=O)Nc2ccc(O)c(-c3nc4ccccc4s3)c2)cc1	-8.0&-1.0
CCOC(=O)c1sc(NC(=O)C(C)(C)C)nc1C	-12.0
Cc1ccccc1NN=C1CCCNC1=O	4.4
C=C(C)Cn1c(/C=C/c2ccccc2)nc2ccccc21	-38.0
O=C(/C=C/c1cccs1)NCCC1=CCCCC1	-15.0
CCOc1cc(C(=O)Nc2ccc(C)c(N3CCCCC3=O)c2)cc(OCC)c1OCC	-2.0
CCCc1ccc(C(=O)NC[C@](C)(O)CSC)cc1	-19.0
Cc1cc(C)n(-c2nccnc2SCC(=O)Nc2ccc(Cl)cc2F)n1	6.0
C=CCn1c(=NC(=O)c2cccs2)sc2cc(OCC)ccc21	1.0
O=C(NCC(O)c1ccoc1)c1ccoc1 (stereo not drawn)	14.0
Clc1c(-c2nc3ccccc3s2)sc2ccccc12	-15.0
CCOc1ccc(C(C)C)cc1S(=O)(=O)N1CCN(c2ccc3nnc(C)n3n2)CC1	-3.0
COc1ccc(NC(=O)Cn2ccc3c(OC)cccc3c2=O)c(OC)c1	-6.0
COc1ccc(-c2cc(COC(=O)c3cc(-c4ccc(F)cc4)n[nH]3)no2)cc1	-3.0
CC(C)(C)c1ccc(S(=O)(=O)NCC(=O)Nc2cccc(Cl)c2)cc1	-8.0
O=C(O)CCN1C(=O)/C(=C\c2cccnc2)SC1=S	-4.0
CC(=O)Nc1ccc(SCC(=O)NCc2ccc(Cl)cc2)nn1	-10.0
CCCn1cc(C(=O)Nc2ccncc2)c2nn(-c3ccccc3)c(=O)c-2c1	-6.0
O=C(Cc1ccccc1)NCC(=O)NN=Cc1cccs1	-6.9
COc1ccc(CC(=O)Nc2nc3c(s2)Cc2ccccc2-3)cc1C	1.0
COc1ccc(N2CCCS2(=O)=O)cc1NC(=O)C(=O)NCc1cccs1	-7.0
Cn1c(SCC(=O)Nc2ccc(OC(F)(F)F)cc2)nnc1-c1c[nH]c2ccccc12	-6.0
NC(=NOS(=O)(=O)c1cc(Cl)ccc1Cl)c1ccncc1	-5.9
COc1ccc(CCC(=O)Nc2cc(-c3cn4nc(OC)ccc4n3)ccc2C)cc1	-7.0
CC(C)(C)c1ccc(NC(=O)NCc2cnn3ccccc23)cc1	-15.0
O=C(NCc1ccc(Cl)cc1Cl)c1ccc(-n2cncn2)nn1	5.0
CC(=NNC(=O)Nc1ccccc1)c1ccc(C)cc1	-12.6
CCS(=O)(=O)c1ccccc1C(=O)N=c1sc2cc([N+](=O)[O-])ccc2n1C	5.0
O=C(c1ccco1)N1CCc2ccc(NS(=O)(=O)c3cccs3)cc2C1	-5.0
CC1(C)CC(=O)C2C(=Nc3[nH]c(=O)[nH]c(=O)c3[C@H]2c2ccc(-c3cccc(C(F)(F)F)c3)o2)C1 (stereo partly drawn)	-10.0
CCOC(=O)c1cnc2ccc(Cl)cc2c1Nc1cc(F)cc(F)c1	1.0
CC(CC(=O)NCc1ccc(Cl)cc1Cl)CC1=NS(=O)(=O)c2ccccc2N1 (stereo not drawn)	-22.0

Reprinted at random: three records from the list
SMILES	SSB-PriA inh
Cc1cc(C)n(-c2nccnc2SCC(=O)Nc2ccc(Cl)cc2F)n1	6.0
CCOC(=O)c1cnc2ccc(Cl)cc2c1Nc1cc(F)cc(F)c1	1.0
O=C(O)CCN1C(=O)/C(=C\c2cccnc2)SC1=S	-4.0

Continued.
SMILES	SSB-PriA inh
COC(=O)c1c(-c2ccccc2)csc1NC(=O)CCN1CCCCC1	5.0
C=CCSc1nc2c(c(=O)[nH]1)CCC2	0.0
O=C(C[C@H](NCCCN1CCOCC1)C(=O)O)Nc1ccc(F)cc1F	1.0
COc1ccc(C2=NN(C(=O)CCC(=O)O)C(c3ccc(Cl)cc3Cl)C2)cc1 (stereo not drawn)	-10.0
Cc1cc(S(=O)(=O)NCC2CCN(C3CCCC3)CC2)ccc1F	-19.0
COC(=O)Nc1ccc(S(=O)(=O)N2CCSC(c3ccccc3Cl)CC2)cc1 (stereo not drawn)	-2.0
NC(=O)Cn1ccc2ccccc21	-11.0
COc1cccc(N2C[C@H](CNC(=O)c3ccccc3C)OC2=O)c1	-4.0
O=C(NN=Cc1ccncc1)c1ccccc1OCc1ccc(Br)cc1	-8.7
COc1cc(C=NNC(=O)c2nnn(-c3nonc3N)c2C(C)C)ccc1OCc1ccccc1	-4.1
Nn1c(SCC(=O)Nc2ccccc2Cl)nnc(CCC(=O)O)c1=O	10.0
Cc1ccc(S(=O)(=O)NC[C@H]2CCS(=O)(=O)C2)c(C)c1	-4.0
NC(=O)Cc1csc(NC(=O)c2cc(N3CCCCC3)ncn2)n1	-5.0
CSCc1csc(NC(=O)c2ccc(F)cc2)n1	3.0
CS(=O)(=O)N1CCN(C(=O)Cc2csc(Nc3cccc(Cl)c3)n2)CC1	7.0
CCOC(=O)Cc1csc(NC(=O)C2CN(C(=O)c3ccc4c(c3)OCO4)C2)n1	-10.0
O=C(Cc1ccc(F)cc1)Nc1nc(-c2ccc3c(c2)OCCO3)cs1	2.0
O=S(=O)(NCCc1ccoc1)c1ccc2c(c1)CCCC2	1.0
Cc1ccc(NC(=O)CSc2ccc(NC(=O)c3ccco3)nn2)cc1F	-8.0
Cc1nc(NC(=O)c2coc(NC(=O)Cc3c(C)noc3C)n2)sc1C	-1.0

Ordered by formula weight (descending): part of the list above
SMILES	SSB-PriA inh
COc1cc(C=NNC(=O)c2nnn(-c3nonc3N)c2C(C)C)ccc1OCc1ccccc1	-4.1
COc1ccc(C2=NN(C(=O)CCC(=O)O)C(c3ccc(Cl)cc3Cl)C2)cc1 (stereo not drawn)	-10.0
CS(=O)(=O)N1CCN(C(=O)Cc2csc(Nc3cccc(Cl)c3)n2)CC1	7.0
O=C(Cc1ccc(F)cc1)Nc1nc(-c2ccc3c(c2)OCCO3)cs1	2.0
COc1cccc(N2C[C@H](CNC(=O)c3ccccc3C)OC2=O)c1	-4.0
CSCc1csc(NC(=O)c2ccc(F)cc2)n1	3.0

Next entries follow:
SMILES	SSB-PriA inh
Cc1nc(C(=O)N2CCc3nc4ccc(Cl)cn4c(=O)c3C2)cs1	-15.0
CCOC(=O)N1CCN(C(=O)C2CN(C(C)=O)C2)CC1	-13.0
Cc1noc(C)c1CCC(=O)N1CCCCC1c1cc(C(N)=O)n[nH]1 (stereo not drawn)	0.0
Cc1cccc(NC(=O)c2csc3nc(-c4ccccc4)cn23)n1	-30.0&5.0
CCOC(=O)C(=NNc1ccccc1[N+](=O)[O-])c1csc(Nc2ccccc2)n1	7.0
O=c1c(Oc2ccccc2Br)coc2c3c(ccc12)OCN(Cc1ccccn1)C3	-33.0
O=S(=O)(NCC(c1ccsc1)N1CCCCCC1)c1cccc(F)c1 (stereo not drawn)	2.0
O=C(c1c(F)cccc1F)N1CCc2ncncc2C1	-12.0
Cc1cc(C)c(N)c(Cl)n1	2.0
COc1ccc(SCC(=O)Nc2nnc(-c3ccco3)o2)cc1	4.0
O=C(CSc1ccccc1)N(CCCN1CCOCC1)c1nc2ccccc2s1	-8.0
CCOC(=O)CNC(=O)NC1CC(=O)N(c2ccccc2)C1 (stereo not drawn)	32.0
COc1ccccc1NC(=O)C1=C(C)N=C(SC)C(C#N)C1c1ccccc1F (stereo not drawn)	-5.0
O=C(c1n[nH]nc1-c1ccccc1)N1CCc2ccccc21	-11.0
CCOc1ccc(-c2cc(=O)n(CC(=O)Nc3ccccc3CC)cn2)cc1	1.0
COc1ccc(CC(=O)N2CCC3(CC2)Nc2ccccc2S(=O)(=O)N3)cc1	-9.0&-2.0
CCC(C)NCC(O)COc1ccccc1C(C)CC (stereo not drawn)	8.0
Cn1c(=O)[nH]cc(C(=O)N2CCN(C(c3ccccc3)c3ccccc3)CC2)c1=O	-3.0
CCN1C(=O)Cc2cc(NS(=O)(=O)c3ccc(OC)cc3C)ccc21	10.0
CCOCC(=O)NC[C@](C)(OC)c1cccc(Cl)c1	8.0
O=C(NC(=S)Nc1cccnc1Cl)c1ccc(Cl)cc1Cl	-2.0
COC(=O)c1sccc1NC(=O)C1CCCN(c2cc(-n3cncn3)ncn2)C1 (stereo not drawn)	-15.0
NC(=O)Cc1csc(NC(=O)c2coc(NC(=O)C3CCC3)n2)n1	21.0
O=C(c1ccccc1Cl)N1CCC(c2nnc(C3CC3)s2)CC1	-1.0
O=C(NN=Cc1cccc(OC(=O)c2ccc3c(c2)OCO3)c1)c1cncc(Br)c1	-0.8
Cc1ccc(CNC(=O)c2c(O)c3sccc3[nH]c2=O)o1	-1.0
Cn1cccc(C(=O)Nc2cnoc2)c1=O	-7.0
Cc1csc(C(=O)N2CCC(Oc3ncccc3Cl)CC2)c1	1.0
CCCCN1C(C)=CC(=C2C(=O)NC(=S)NC2=O)C=C1C	-16.0
O=S1(=O)CCC(O)C1 (stereo not drawn)	6.0
CC(C)CCN1C(=O)C(C)(C)COc2ccc(NS(=O)(=O)Cc3cccc(Cl)c3)cc21	-14.0
Cn1nc2c(c1NC(=O)c1ccc([N+](=O)[O-])s1)CCC2	-6.0
CC(=O)c1cccc(S(=O)(=O)NCc2ccc([C@@H](O)c3ccco3)s2)c1	1.0
CC(C)(Oc1ccc(Cl)cc1)C(=O)NCC1CCN(C(=O)c2ccoc2)CC1	-5.0
O=S(=O)(c1ccc(Cl)c2ccccc12)N1CCOCC1	-19.0

High-throughput results deposited in PubChem by Small Molecule Screening Facility, UW Madison.
